Cycloheximide cs: affects cycloheximide protein synthesis inhibition readout, counter-screen. cell reporter, cycloheximide protein synthesis inhibition counterscreen. AID 2314. 300,000 tested, 12% active. max response, %; in the data active means max response mostly above about 13%, no sharp cut-off; inactive means mostly below about 14%; further: read at 38.3 µM for the half of the compounds with a filed dose; 0% is about no effect
Pf growth 96h: P. falciparum growth inhibition at 96 hours. P. falciparum luciferase reporter growth, 96 h. Potency, µM (top dose mostly 28.7 µM), without a hit: at the top dose activity change, negative = inhibition, hits mostly inhibitors. 320,000 tested, 6.9% active; further: potency means the concentration at half of the fitted maximal effect; on the % scale 0 is the no-effect control and ±100 the full control effect
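Cell-based qHTS: luciferase-tagged P. falciparum in erythrocytes (2% hematocrit, 0.05% parasitemia final) incubated with compounds for 96 hours, 37 C, 5% CO2; luciferase detection reagent then added and luminescence measured.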
Shiga toxin inh: blocks Shiga toxin action in Vero cells; AID 2315; Vero cells, Shiga toxin protein synthesis inhibition reporter; 290,000 tested, 9.2% active; inhibition, % at 38.7 µM; in the data active means inhibition mostly above about 28%, no sharp cut-off; inactive means mostly below about 43%; further: 0% is about no effect
Pf growth 48h: inhibits P. falciparum growth in the first generation, 48 h; P. falciparum luciferase growth in erythrocytes, 48 h; Potency, µM (titrated, usually from 28.7 µM), for inactives: at the top dose activity change, negative = inhibition, actives largely listed as inhibitors; 310,000 tested, 5.9% active; further: potency means the concentration at half of the fitted maximal effect; on the % scale 0 is the no-effect control and ±100 the full control effect
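Read-out is firefly luciferase luminescence from an integrated reporter in P. falciparum, so falling signal marks reduced parasite growth. Infected erythrocytes were at 2% hematocrit and 0.1% parasitemia (final) in Albumax-supplemented RPMI 1640.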
FBPA Giardia inh: blocks Giardia fructose-bisphosphate aldolase activity; Potency, µM (series often up to 59.6 µM), without a hit: at the highest dose activity, negative = inhibition, hits mostly inhibitors; purified Giardia FBPA; AID 2451; 290,000 tested, 0.71% active; further: potency means the concentration at half of the fitted maximal effect; on the % scale 0 is the no-effect control and ±100 the full control effect; nearly all actives have a fitted effect of over 55% in size
Target sequence (A8B2U2 whole entry, looked up): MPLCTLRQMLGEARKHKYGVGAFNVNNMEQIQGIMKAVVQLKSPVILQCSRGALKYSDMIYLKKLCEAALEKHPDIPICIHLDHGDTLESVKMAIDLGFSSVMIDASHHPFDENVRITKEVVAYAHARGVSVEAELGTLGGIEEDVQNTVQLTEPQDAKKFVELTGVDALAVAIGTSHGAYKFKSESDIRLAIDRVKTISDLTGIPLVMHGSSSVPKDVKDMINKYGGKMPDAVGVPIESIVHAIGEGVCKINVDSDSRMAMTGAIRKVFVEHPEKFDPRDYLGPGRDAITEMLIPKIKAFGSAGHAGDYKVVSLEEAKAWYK
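40 nM FBPA preincubated 10 min at RT with compound (up to 57.5 uM final), then substrate plus GAPDH/TPI/NAD/arsenate coupling and diaphorase/resazurin added. Fluorescence read after 20 min at RT, 525/598 nm.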
HCV inhibitor: blocks hepatitis C virus; Huh7.5.1 HCVcc-Cre infection, luciferase reporter, 44 h; Potency, µM (titrated, usually from 41.8 µM), for inactives: at the highest dose activity change, negative = inhibition, most hits filed as inhibitors; 340,000 tested, 3.4% active; AID 651820; further: potency means the concentration at half of the fitted maximal effect; on the % scale 0 is the no-effect control and ±100 the full control effect
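Cells (1,000/well) were plated 4 h before compound, then infected with HCVcc-Cre virus (~0.5 moi). After 44 h further culture, infection was read as luciferase luminescence following a 15 min substrate incubation at room temperature.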
The depositor's hits bear a star; ? = inconclusive; · = not tested or not shown; & = joins results of further samples; [ ] = dose if it differs, or a comment. Unless noted, the call rests on the fitted dose curve; in most records, active means well fitted curve in the direction sought with a large enough effect; inconclusive means small, poorly fitted or top-dose-only effect, or another doubt; inactive means no such curve, though single readings can be large; an effect the other way counts as inactive or inconclusive.

SMILES | Cycloheximide cs | Pf growth 96h | Shiga toxin inh | Pf growth 48h | FBPA Giardia inh | HCV inhibitor
CC1CN(C(=O)c2ccccc2OCc2ccc(Cl)cc2Cl)CC(C)O1 (stereo unspecified) | · | ? | · | ? | · | 14µM*
CCCNC(=O)OCCC12CC3CC(CC(C3)C1)C2 | 59* | 67%[activator] | 25* | 18% | 0% | 11%
CCCCC/C=C\C/C=C\C/C=C\C/C=C\CCCC(=O)NCc1ccc(O)c(OC)c1 | 18 | · | 47 | · | -18% | ·
Cc1c(C(=O)Nc2c(N)nc(SCC(=O)NCC3CCCO3)[nH]c2=O)cccc1[N+](=O)[O-] (stereo unspecified) | -2 | -21% | -23 | -3% | · | 25%
CSc1ncccc1C(=O)NCCc1ccc(S(N)(=O)=O)cc1 | -2 | 12% | -2 | 20% | 8% | 4%
COC(=O)C1C2C=CC3(CN(CCc4ccccc4)C(=O)C13)O2 (stereo unspecified) | -1 | 6% | -12 | 15% | 1% | -15%&23%
Cn1c(CNC(=O)C(Cc2ccccc2)NC(=O)c2cccc(F)c2)cc(=O)n(C)c1=O (stereo unspecified) | -3 | 64%[activator] | -7 | -9% | -1% | 19%
Cc1ccc(S(=O)(=O)N2CC3CCCC2C3)cc1 (stereo unspecified) | -1 | -33% | 1 | 1.7µM* | 1% | 13%
CCOc1ccc(OCC)c(NC(=O)CN2CCN(C(=O)c3ccco3)CC2)c1 | -3 | 7% | -12 | ? | 6% | 4%
CCCc1nc2oc3c(NCCCN(C)C)ncnc3c2c2c1CCCC2 | -6 | 13µM* | -43 | 9.3µM* | -5% | -77%
CCN(CC)S(=O)(=O)c1cccc(NC(=S)NC(=O)/C=C/c2ccc(S(=O)(=O)N3CCOCC3)cc2)c1 | -2 | 4.7µM* | -5 | ? | -10% | -5%
COc1cc([N+](=O)[O-])ccc1NC(=O)COC(=O)c1n[nH]c2ccccc12 | -4 | 36%[activator] | 22 | 16% | -4% | ?
CCOc1ccc(C(CC(=O)O)NC(=O)c2cccs2)cc1OC (stereo unspecified) | -2 | 150%[activator] | -22 | 8% | 6% | 8%
COc1cnc(SC)nc1Nc1ccc(C#N)cc1 | -3 | 0% | -18 | ? | -3% | 22µM*
CCOC(=O)c1c(NC(=O)Cn2nc(C(=O)O)c3ccccc3c2=O)sc(C)c1C | -1 | 33%[activator] | 1 | 9% | -1% | -7%
COc1cc(C2C(C(C)=O)=C(O)C(=O)N2c2ccc(Br)cn2)ccc1O (stereo unspecified) | -1 | ? | -7 | 21% | -8% | 10%
O=c1[nH]cnc2cc(-c3ccccc3)sc12 | 48* | ? | 118* | 219%[activator] | -2% | -16%
COc1ccc(C2C(C#N)=C(N)N(c3sc4c(c3C#N)CCCC4)C3=C2C(=O)CC(C)(C)C3)cc1 (stereo unspecified) | 7 | · | 15 | 6.6µM* | -18% | 7.9µM*
COc1ccc(CNC(=O)c2ccc(CS(=O)(=O)c3ccccc3C)o2)cc1 | -4 | -26% | -3 | 14% | · | -8%
Cc1ccc(-c2csc(NC(=O)c3cccc([N+](=O)[O-])c3C(=O)O)n2)cc1 | 30 | 41%[activator] | 55 | 13% | 8% | 16%
COc1ccc(OCC(=O)OCC(=O)NCc2ccc(F)cc2)cc1 | -8 | -12% | -12 | 10% | 2% | -9%
Cc1onc(-c2c(F)cccc2Cl)c1C(=O)NNC(=O)C1CCN(Cc2ccccc2)CC1 | 1 | 21% | -8 | ? | 1% | 11%
CC(=O)c1cnn(-c2cc(Oc3ccccc3C)ncn2)c1C | -3 | · | -20 | 20% | -4% | -10%
CC(=O)c1ccn(S(=O)(=O)c2ccccc2)c1 | -5 | 25% | -8 | 14% | 5% | -2%
O=S(=O)(N=S(N1CCCCC1)N1CCCCC1)c1ccccc1 | -3 | ? | -8 | 1% | 7% | 5%
Clc1ccc(CS[C@@H](Cn2ccnc2)c2ccc(Cl)cc2Cl)cc1 | · | 2.3µM* | · | 5.1µM* | 1%[21.7 µM] | ·
Cc1ccc(S(=O)(=O)c2c(C)nn(C(C)(C)C)c2OC(=O)c2ccc(Br)o2)cc1 | 10 | 19% | 8 | 26% | -3% | ?
CSc1nsc(SC)c1C(=O)N1CCN(S(=O)(=O)c2ccc(C)cc2)C1C (stereo unspecified) | -4 | ? | -14 | ? | 5% | -14%
O=C(Nc1ccc2c(c1)OCCO2)c1cccnc1 | 25* | ? | 59* | 167%[activator] | 5% | 6%
Cc1cc(C)c(S(=O)(=O)Nc2ccc(N(C)C)cc2)c(C)c1-n1cnnn1 | 43* | 1% | 76* | 25% | -11% | -21%
CC(C)CCOC(=O)c1c(N)n(CC2CCCO2)c2nc3ccccc3nc12 (stereo unspecified) | -4 | 8% | -6 | ? | ? | ?
C=CCn1c(=NC(=O)c2cccs2)sc2cc(NC(C)=O)ccc21 | 17* | 110%[activator] | 47* | 105%[activator] | -5% | -12%
CC1CC(C)CN(C(=O)COC(=O)c2ccc3c(c2)OCO3)C1 (stereo unspecified) | · | 100%[activator] | · | 98%[activator] | · | 13%
O=C(Cc1ccc(F)cc1)NC1CCCCCC1 | 5 | 0% | 39 | 15% | 2% | 16%
CC1=C(C(=O)N(C)Cc2ccccc2)C2(CCC(C)CC2)OC1=O (stereo unspecified) | 2 | ? | -8 | ? | 6% | -9%
COc1ccc(C2=NN(C(=O)CCC(=O)O)C(c3ccc(F)cc3)C2)cc1 (stereo unspecified) | 7 | 15µM* | 2 | -25% | 14% | -1%
CCOC(=O)c1c(-c2ccc(C)o2)csc1NC(=O)COC(=O)c1ccc(NC(N)=O)cc1 | -6 | · | -16 | 8.3µM* | -25% | ?
O=C1NCCNC(=O)c2ccccc2OCCOc2ccccc21 | -4 | ? | -4 | -27% | 0% | -13%
O=C(CN1CCCCC1)n1c2ccccc2c2ccccc21 | 6 | 34%[activator] | 23 | 36%[activator] | 2% | ?
CCCCOc1ccccc1/C=N/NC(=O)CC#N | -2 | 25% | -10 | 10% | -10% | 17%
Cc1ccc(Cl)c(OCC(=O)N2CCc3ccccc3C2)c1 | 30* | -27% | · | 24% | 6% | -26%
O=C1C=C(Nc2ccccc2)c2ccccc2C1=O | 9 | 210%[activator] | 15 | ? | ? | 8.9µM*
O=S(=O)(c1ccc(NC(=S)N/N=C/c2ccc(N3CCOCC3)cc2)cc1)N1CCOCC1 | 4 | 5.9µM* | 29 | -22% | 9% | 11%
COc1cc(N)ccc1C(=O)O | 4 | 6% | 16 | 5% | -10% | -2%
O=C(c1cc(-c2ccccc2)on1)N1CCN(c2ccccc2)CC1 | 2 | 104%[activator] | -3 | 126%[activator] | -2% | 8%
CCCn1c(N)c(Br)c(=O)[nH]c1=O | -2 | -31% | -11 | 9% | 0% | -5%
COC(=O)CSc1ncnc2c1sc1nc(-c3ccco3)c3c(c12)CC(C)(C)OC3 | -2 | 22% | 7 | 29% | -8% | 7%
CCN(CC)CCNC(=O)c1ccc(NC(=O)COc2ccccc2F)cc1 | -3 | 2% | -14 | -7% | 9% | -15%
Cc1ccc(OCC(=O)c2cc(C)c(C)cc2C)c([N+](=O)[O-])n1 | 2 | -6% | 19 | · | -18% | -15%
COc1ccc(CCNC(=O)CNC(=O)c2ccco2)cc1 | -3 | -24% | -15 | 5% | 0% | 15%
Later entries:
SMILES | Cycloheximide cs | Pf growth 96h | Shiga toxin inh | Pf growth 48h | FBPA Giardia inh | HCV inhibitor
CC(=O)C1=C(C)NC(=O)NC1c1ccccc1 (stereo unspecified) | -1 | · | -8 | 26% | 7% | 3%
CC1(C)Cc2ccccc2-c2nnc(SCC(=O)Nc3ccc4c(c3)OCO4)n21 | 3 | -6% | 12 | 17% | 16% | -18%
COC(=O)c1cc(F)c(-n2cncn2)c(F)c1 | 4 | 26% | 13 | -5% | 7% | -4%
O=C(O)C1CSC2(c3ccc(Br)cc3)CCC(=O)N12 (stereo unspecified) | -5 | 6% | -9 | 0% | 12% | 7%
Cc1cc(=O)oc2cc(OCC(=O)N3C[C@H]4C[C@@H](C3)c3cccc(=O)n3C4)c(Cl)cc12 | 2 | ? | -9 | 25% | 7% | 0%
Cc1cccn2cc(CNS(=O)(=O)c3ccc4ccccc4c3)nc12 | -6 | 38%[activator] | -5 | -1% | · | ·
Cc1cc(C)c(C#N)c(SCC(=O)Nc2ccc3c(c2)OCO3)n1 | 26* | 132%[activator] | 28* | 99%[activator] | -2% | ?
COc1ccc(Cl)cc1NC(=O)CSc1nnc(C)c(=O)n1N | 14 | 16% | -25 | 8% | · | ·
O=C(CCCSc1ccccc1)Nc1nc(-c2ccccn2)cs1 | 7 | 7.4µM* | -8 | · | 6% | ?
Nc1c(C(=O)c2ccccc2)oc2ccc(Br)cc12 | 28* | ? | 83* | 159%[activator] | 5% | -17%
O=C(O)CCCCCNC(=O)c1cccc(Br)c1 | -2 | 17% | -1 | 1% | 6% | 22%
CCOC(=O)c1c(-c2ccccc2)nc2ccccn12 | 1 | 38%[activator] | -6 | 0% | -1% | -7%
Cc1ccccc1N1CCN(S(=O)(=O)c2cccs2)CC1 | 4 | 30%[activator] | -24 | 12% | · | -4%
CCOc1ccc(CN2C(=O)c3ccccc3C2=O)cc1C(=O)NC1CC(C)(C)NC(C)(C)C1 | · | -9% | · | ? | · | 12%

Among those listed so far, these contain an aryl thioether with sulfur outside any ring.
SMILES | Cycloheximide cs | Pf growth 96h | Shiga toxin inh | Pf growth 48h | FBPA Giardia inh | HCV inhibitor
Cc1c(C(=O)Nc2c(N)nc(SCC(=O)NCC3CCCO3)[nH]c2=O)cccc1[N+](=O)[O-] (stereo unspecified) | -2 | -21% | -23 | -3% | · | 25%
CSc1ncccc1C(=O)NCCc1ccc(S(N)(=O)=O)cc1 | -2 | 12% | -2 | 20% | 8% | 4%
COc1cnc(SC)nc1Nc1ccc(C#N)cc1 | -3 | 0% | -18 | ? | -3% | 22µM*
CSc1nsc(SC)c1C(=O)N1CCN(S(=O)(=O)c2ccc(C)cc2)C1C (stereo unspecified) | -4 | ? | -14 | ? | 5% | -14%
COC(=O)CSc1ncnc2c1sc1nc(-c3ccco3)c3c(c12)CC(C)(C)OC3 | -2 | 22% | 7 | 29% | -8% | 7%
CC1(C)Cc2ccccc2-c2nnc(SCC(=O)Nc3ccc4c(c3)OCO4)n21 | 3 | -6% | 12 | 17% | 16% | -18%
Cc1cc(C)c(C#N)c(SCC(=O)Nc2ccc3c(c2)OCO3)n1 | 26* | 132%[activator] | 28* | 99%[activator] | -2% | ?
COc1ccc(Cl)cc1NC(=O)CSc1nnc(C)c(=O)n1N | 14 | 16% | -25 | 8% | · | ·
O=C(CCCSc1ccccc1)Nc1nc(-c2ccccn2)cs1 | 7 | 7.4µM* | -8 | · | 6% | ?
